Assay outcomes deposited in PubChem by National Center for Advancing Translational Sciences (NCATS).
HBB splicing: alters splicing of the hemoglobin beta chain; HBB splicing reporter cell assay, activation; EGFP reporter with mutant IVS2-654 intron; response scale: normalised to 500 nM splice-correcting PNA; actives 0.06% (n = 65,000); AID 925; Potency, µM (titrated, usually from 46.1 µM), without a hit: at the highest dose activation, hits mostly activators; also: potency is read from the fitted curve at half-maximal effect; 0% is about no effect
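Compounds were applied for 2 days to HeLa EGFP-654 cells, 500/well in Optimem with 2% FCS. The reporter's EGFP is disrupted by mis-splicing of beta-globin intron IVS2-654. Readout: summed well GFP fluorescence from 488 nm laser scanning; reference was 500 nM antisense […] 654 PNA.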
TexasRed autofl: compounds fluorescent in Texas Red spectral region. Compound fluorescence, Texas Red channel, 547/618 nm; active compounds read high. max dye-equivalent concentration, M. actives 0.06% (n = 59,000). AID 587; in the data active = max dye-equivalent concentration above about 10 nM; inconclusive = between about 1.1 nM and that limit
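Dye-equivalent concentrations come from scaling compound signal (ex 547, em 618 nm) to six Texas Red standard concentrations run on every plate, after 15 min room-temperature incubation in pH 8.0 Tris (100 mM).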
Fluorescein autfl: fluorescein region autofluorescence; max fluorescein-equivalent concentration, M; actives 0.91% (n = 59,000); Compound autofluorescence, 480/540 nm, fluorescein-equivalent; active compounds read high; in the data active = max fluorescein-equivalent concentration above about 10 nM; inconclusive = between about 1.1 nM and that limit
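In this qHTS profile, compound fluorescence was measured with a 480 nm/540 nm filter pair following a 15-min room-temperature incubation in 100 mM Tris (pH 8.0). A six-point fluorescein series on each plate served for normalization.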
UbGFP stabilizer: proteasome inhibitors stabilizing ubiquitin-GFP reporter; Ubiquitin-GFP reporter cells, proteasome inhibition, GFP fluorescence; response scale: untreated = 0%, 10 µM MG-132 = 100%; Potency, µM (titrated, usually from 45.9 µM), inactives show at the top dose activation (GFP accumulation), most hits filed as activators; 67,000 tested, under 10 active; AID 526; active = well fitted activation curve with a large enough effect, not every such curve was filed as active; inconclusive = small, poorly fitted or top-dose-only effect, or another doubt; inactive = no such curve, though single readings can be large or run the other way; also: potency is read from the fitted curve at half-maximal effect
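Reporter cells (U2OS, ubiquitin-G76V-GFP fusion) are plated overnight, then treated 4 hr at 37 °C with compound titrations from 46 uM down to 2.9 nM. Activity is scaled against untreated cells and 10 uM MG-132.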
Hsp90 Hop PPI: changes Hsp90-Hop TPR2A binding signal, up or down; AlphaScreen TPR2A-His6 binding biotin-Hsp90 C-terminal peptide; Potency, µM (highest dose often 57 µM), inactives show top-dose activity change, negative = inhibition; actives 0.44% (n = 71,000); active = well fitted curve in either direction with a large enough effect; inconclusive = small, poorly fitted or top-dose-only effect, or another doubt; also: potency is read from the fitted curve at half-maximal effect; % is scaled to controls: 0 for no effect and ±100 for the full control effect; many of its hits are not listed in these tables
ALOX15 inhib: blocks human 15-lipoxygenase activity; P16050; purified 15hLO-1, xylenol orange hydroperoxide absorbance; Potency, µM (doses to about 57.1 µM), for the others: top-dose activity change, negative = inhibition, hits mostly inhibitors; actives 1.4% (n = 74,000); AID 887; also: potency is read from the fitted curve at half-maximal effect; % is scaled to controls: 0 for no effect and ±100 for the full control effect; nearly all actives have a fitted effect of over 55% in size
Target sequence (P16050 whole entry, looked up): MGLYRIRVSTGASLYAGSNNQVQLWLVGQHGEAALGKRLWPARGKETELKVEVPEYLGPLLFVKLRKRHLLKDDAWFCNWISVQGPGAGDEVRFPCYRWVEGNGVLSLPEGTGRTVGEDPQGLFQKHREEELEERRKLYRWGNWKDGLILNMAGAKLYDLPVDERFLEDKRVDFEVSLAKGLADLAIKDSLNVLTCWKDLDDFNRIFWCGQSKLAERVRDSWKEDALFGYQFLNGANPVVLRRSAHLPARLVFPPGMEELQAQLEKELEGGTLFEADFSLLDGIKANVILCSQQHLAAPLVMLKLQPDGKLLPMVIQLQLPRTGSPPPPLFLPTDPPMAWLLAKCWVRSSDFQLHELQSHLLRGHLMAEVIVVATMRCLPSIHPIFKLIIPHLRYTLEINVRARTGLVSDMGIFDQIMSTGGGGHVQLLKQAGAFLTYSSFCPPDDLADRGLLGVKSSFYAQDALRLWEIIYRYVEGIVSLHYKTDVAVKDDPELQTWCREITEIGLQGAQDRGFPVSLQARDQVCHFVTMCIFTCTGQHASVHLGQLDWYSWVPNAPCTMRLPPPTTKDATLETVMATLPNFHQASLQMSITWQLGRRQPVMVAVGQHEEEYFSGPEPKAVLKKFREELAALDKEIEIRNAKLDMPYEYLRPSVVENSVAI
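Hydroperoxide formed from arachidonic acid (50 uM) by purified human 15hLO-1 (40 nM) oxidizes ferrous iron, and the ferric-xylenol orange complex is read at 573 versus 405 nm. Compounds were preincubated 15 min; reaction ran 6 min at room temperature.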
4MU fluor: 4-MU region autofluorescence; compound autofluorescence, 340/450 nm, 4-MU equivalents; active compounds read high; max dye-equivalent concentration, M; actives 11% (n = 59,000); in the data active = max dye-equivalent concentration above about 10 nM; inconclusive = mostly about 1.1 nM to 9.6 nM
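Compounds in 100 mM Tris, pH 8.0, sat 15 min at room temperature before fluorescence was read at 340 nm excitation/450 nm emission; a per-plate six-point 4-MU standard curve converted signals to dye-equivalent concentration at each compound concentration.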
DNA Pol III inh: blocks replication by bacterial DNA polymerase III holoenzyme. reconstituted DNA polymerase III holoenzyme replication, biochemical. Potency, µM (doses to about 57.1 µM), without a hit: at the top dose activity change, negative = inhibition. actives 0.25% (n = 71,000). AID 603; also: potency is read from the fitted curve at half-maximal effect; % is scaled to controls: 0 for no effect and ±100 for the full control effect
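Reconstituted *E. coli* holoenzyme (0.35 nM Pol III, 1 nM beta, 154 nM SSB, 2 nM primase) was preincubated with compound for 15 min at RT. Synthesis on 1.4 nM ssM13Gori ran 35 min, then was stopped with PicoGreen/EDTA and read as dsDNA fluorescence.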
Rhodamine fluor: rhodamine region autofluorescence | max dye-equivalent concentration, M | actives 0.05% (n = 59,000) | Rhodamine-region fluorescence, 547/598 nm, Tris buffer; active compounds read high; in the data active = max dye-equivalent concentration above about 11 nM; inconclusive = between about 1.1 nM and that limit
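Steps: pin-transfer compounds into pH 8.0 Tris (100 mM), hold 15 min at room temperature, image with a 547/598 nm filter pair, and convert intensities to rhodamine-equivalent concentration using a six-point on-plate rhodamine series.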
GFP derepression: derepresses silenced GFP locus in mouse C127i cells; mouse C127i GFP locus derepression, cytometry, 30 h; Potency, µM (top dose mostly 46.1 µM), without a hit: top-dose GFP derepression (activation); actives 0.09% (n = 68,000); also: % of control where 0% means no effect
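Derepression screen: silenced CMV-GFP reporter in murine C127i cells, 30 h compound incubation at 37 C, washed cells imaged by laser-scanning cytometer to enumerate GFP-expressing objects of 20 to 120 um.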
HADH2 inh: inhibitors of human HADH2 dehydrogenase. Q99714. recombinant HADH2, NADH fluorescence, beta-hydroxybutyryl-CoA. Potency, µM (doses to about 57.1 µM), inactives show at the highest dose activity change, negative = inhibition, actives largely listed as inhibitors. actives 3.4% (n = 73,000). AID 886; also: potency is read from the fitted curve at half-maximal effect; % is scaled to controls: 0 for no effect and ±100 for the full control effect; nearly all actives have a fitted effect of over 60% in size; many of its hits are not listed in these tables
Target sequence (Q99714 whole entry, looked up, one chain of several): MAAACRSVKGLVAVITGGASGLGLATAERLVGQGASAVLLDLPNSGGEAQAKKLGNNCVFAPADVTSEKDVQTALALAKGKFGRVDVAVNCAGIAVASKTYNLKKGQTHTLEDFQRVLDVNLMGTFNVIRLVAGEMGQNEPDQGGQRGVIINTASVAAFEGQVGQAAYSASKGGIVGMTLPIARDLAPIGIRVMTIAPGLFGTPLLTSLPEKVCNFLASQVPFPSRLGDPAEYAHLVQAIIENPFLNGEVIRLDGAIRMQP
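E. coli-expressed His-tagged HADH2 tested at 20 nM in alkaline Tris buffer (pH 9.0); oxidation of 90 uM beta-hydroxybutyryl-CoA with 1 mM NAD+ tracked fluorimetrically for 4 min.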
Active calls of the source: *; i = inactive; ? = inconclusive; / = no result given; [ ] = remark or other dose. Unless noted, calls follow the shape of the dose curve; as a rule, active = well fitted curve in the direction sought with a large enough effect; inconclusive = small, poorly fitted or top-dose-only effect, or another doubt; inactive = no such curve, though single readings can be large; an effect the other way counts as inactive or inconclusive. A portion of the library. The share of hits here may be higher or lower than overall.

Compound	HBB splicing	TexasRed autofl	Fluorescein autfl	UbGFP stabilizer	Hsp90 Hop PPI	ALOX15 inhib	4MU fluor	DNA Pol III inh	Rhodamine fluor	GFP derepression	HADH2 inh
CCCCCCS(=O)[C@H]1CS(=O)(=O)C[C@@H]1S(=O)CCCCCC (stereo partly specified)	1.2%[57.5 µM]	i	i	3%	-1%	?	i	-5%	i	0%	?
O=C1CC(c2ccccc2)n2nc(NS(=O)(=O)c3ccccc3)nc2N1 (stereo unspecified)	/	i	?	/	/	/	i	/	i	-2%[20.6 µM]	/
CCOc1ccc(Nc2cc(C)nc(N3CCOCC3)n2)cc1	13%[0.369 µM]	i	?	2%	?	-20%	i	5%	i	4%	-14%
OC(COc1ccc(OCc2ccccc2)cc1)CN1CCCCC1 (stereo unspecified)	0.8%	i	i	-1%	-6%	-10%	4e-07M*	-1%	i	5%	17%
COc1ccccc1-n1c(=O)c2c3c(sc2n2c(SC(C)C)nnc12)CCC3	/	i	i	/	/	/	i	/	i	0%[20.6 µM]	/
COC(=O)c1[nH]c2ccccc2c1NC(=O)CCN1CCN(C2CCCCC2)CC1	-0.3%[1.84 µM]	i	i	-6%	0%	-6%	i	-3%	i	0%	-6%
O=C1CCCC(=NCc2ccco2)C1	-0.3%[57.5 µM]	?	i	1%	0%	9%	?	-2%	i	0%	-4%
CCOc1ccc(OCCSc2nnnn2C2CCCCC2)cc1	/	?	i	1%	?	-7%	i	-4%	i	-1%	-3%
CCOC(=O)C1CCCN(c2c(NCCCN3CCCC(C)C3)c(=O)c2=O)C1 (stereo unspecified)	-0.4%	/	/	-3%	-4%[2.3 µM]	-3%	/	1%	/	/	-11%
CC(C)C(=O)NCCn1ccc2ccccc21	0.3%	i	?	15%	2%	1%	i	0%	i	0%	6%
C[C@]12CC[C@H]3c4ccc(O)cc4CC[C@@H]3[C@H]1CC[C@@H]2OC(=O)CCC1CCCC1	-0.5%[9.22 µM]	i	?	-8%[9.17 µM]	-1%[11 µM]	-11%[11.4 µM]	i	-8%[11.4 µM]	i	2%[9.22 µM]	5%[11.4 µM]
CC(C)Oc1cccc(C(=O)O)c1	1.5%[57.5 µM]	i	?	-7%	1%	18%	i	-2%	i	2%	10%
CCNc1nc2c(c(=O)[nH]c(=O)n2C)n1Cc1ccc(F)cc1	-0.4%	/	/	12%	-2%	-5%	/	-6%	/	/	15%
CCOc1ccc(NC(N)=O)cc1	1.8%[57.5 µM]	i	?	-2%	0%	2%	i	-4%	i	6%	20%
CCN(CC)[C@@H](C)C(=O)N1c2ccccc2Sc2ccccc21	2.2%	?	i	-9%	-3%	/	i	-4%	i	0%	7%
Clc1ccc(-c2nn3c(-c4ccccc4)nnc3s2)cc1	3.8%[1.84 µM]	i	i	21%	-4%	-11%	i	2%	i	0%	?
CC(C)CCn1c(NCCN(C)C)nc2c1c(=O)[nH]c(=O)n2C	-0.2%[57.5 µM]	i	i	-3%	2%	3%	i	-6%	i	1%	-13%
COC(=O)c1ccc2c(=O)n(Cc3ccco3)c(SCC(=O)Nc3ccc(C)c(Cl)c3)nc2c1	-1.1%	?	i	6%	-1%	-2%	?	-6%	i	0%	-2%
CC(C)NC(=O)N1CC[C@@]2(CCCN(S(=O)(=O)c3ccccc3)C2)C1	0.6%	i	i	0%	2%	1%	i	-13%	i	-2%[9.22 µM]	5%
COC(=O)c1[nH]c2ccc(Cl)cc2c1NC(=O)C1CC1	/	i	i	/	/	/	1.2e-08M*	/	i	0%[20.6 µM]	/
Cc1cc(Cc2c(C)c(C)c(Cc3cc(C)cc(C(C)(C)C)c3O)c(C)c2C)c(O)c(C(C)(C)C)c1	-0.7%[9.22 µM]	i	i	-5%[9.17 µM]	0%[11 µM]	-13%[11.4 µM]	i	-9%[11.4 µM]	i	3%[9.22 µM]	8%[11.4 µM]
COc1ccccc1N(C(=O)Cn1nnc2ccccc21)C(C(=O)NCc1ccco1)c1ccc(C)o1 (stereo unspecified)	/	i	i	2%	-1%	2%	i	-7%	i	0%	2%
O=C(OCCCN1CCCCC1)c1ccc(O)cc1	3.9%	i	i	-5%	-2%	-5%	i	-12%	i	-1%	5%
COc1ccc(C)cc1S(=O)(=O)N1CCN(S(=O)(=O)c2cc(C)ccc2OC)C(C)C1 (stereo unspecified)	-0.3%	/	/	3%	-2%	-4%	/	1%	/	0%	8%
O=C(Nc1ccc2nc(-c3cccs3)c(-c3cccs3)nc2c1)N1CCOCC1	0.3%	i	i	2%	14%	-17%	2e-08M*	0%	i	2%	-12%
CCc1nnc(NC(=O)Nc2ccccc2OC)s1	4.1%	/	/	16%	1%	5%	/	-3%	/	5%	8%
Cc1cc(OCc2nn[nH]n2)c2c(C)c(Cc3ccccc3)c(=O)oc2c1	-0.2%[57.5 µM]	i	i	2%	2%	-2%	6.2e-08M*	3%	i	0%	5µM*
COC(=O)C1=C(C)N(Cc2cccnc2)C(=O)C1	-0.7%	/	/	-10%	-1%	0%	/	2%	/	2%	-7%
C#C[C@@]1(O)CC[C@@H]2[C@@H]3CCC4=C(CCC(=O)C4)[C@H]3CC[C@]21C	2.6%[20.6 µM]	i	?	2%[20.5 µM]	-7%[26 µM]	?	6.8e-08M*	8%[25.6 µM]	i	1%[20.6 µM]	10%[25.6 µM]
CCOC(=O)c1ccc(NC(=O)CCNS(=O)(=O)c2ccc3c(c2)oc(=O)n3C)cc1	5.0%	i	?	3%	1%	2%	i	-1%	i	-1%	1%
Cc1ccc(C(C)C)c(OCCN)c1	0.0%[57.5 µM]	i	i	-1%	0%	5%	i	-5%	i	0%	6%
COc1ccc(-c2nc(CSCC(=O)N3CCc4ccccc43)c(C)o2)cc1OC	-0.4%	i	i	-19%	-2%	-6%	i	-2%	i	0%	-1%
COc1ccc(CCNC(=O)CCn2c(SCC#N)nc3ccccc3c2=O)cc1OC	0.1%	i	i	4%	-3%	-5%	i	-6%	i	-1%	11%
O=C(NCCSc1ccccc1)c1cccnc1	0.0%[0.0738 µM]	/	/	8%[9.17 µM]	-5%[11 µM]	8%[11.4 µM]	/	0%[11.4 µM]	/	-3%	-6%[11.4 µM]
CCOc1cc2[nH]c(=O)n(CCc3ccc(OC)c(OC)c3)c(=O)c2cc1OCC	-0.5%	i	i	0%	-4%	-16%	i	-1%	i	3%	16%

By substructure, the compounds so far with an aryl thioether with sulfur outside any ring
Compound	HBB splicing	TexasRed autofl	Fluorescein autfl	UbGFP stabilizer	Hsp90 Hop PPI	ALOX15 inhib	4MU fluor	DNA Pol III inh	Rhodamine fluor	GFP derepression	HADH2 inh
COc1ccccc1-n1c(=O)c2c3c(sc2n2c(SC(C)C)nnc12)CCC3	/	i	i	/	/	/	i	/	i	0%[20.6 µM]	/
CCOc1ccc(OCCSc2nnnn2C2CCCCC2)cc1	/	?	i	1%	?	-7%	i	-4%	i	-1%	-3%
COC(=O)c1ccc2c(=O)n(Cc3ccco3)c(SCC(=O)Nc3ccc(C)c(Cl)c3)nc2c1	-1.1%	?	i	6%	-1%	-2%	?	-6%	i	0%	-2%
COc1ccc(CCNC(=O)CCn2c(SCC#N)nc3ccccc3c2=O)cc1OC	0.1%	i	i	4%	-3%	-5%	i	-6%	i	-1%	11%
O=C(NCCSc1ccccc1)c1cccnc1	0.0%[0.0738 µM]	/	/	8%[9.17 µM]	-5%[11 µM]	8%[11.4 µM]	/	0%[11.4 µM]	/	-3%	-6%[11.4 µM]
